EBI2 antag = antagonists of human EBI2 receptor; inhibition, % at 5 µM; hit rate 0.81% among 360,000; EBI2 beta-arrestin recruitment, luminescence, 7a,25-OHC stimulated; P32249; AID 651636; in the data active means inhibition above about 38%;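 further: enzyme fragment complementation signal reports receptor beta-arrestin coupling in cells; 0% = agonist plus DMSO wells and 100% = wells without agonist; some results beyond the cut were filed as inactive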
Target sequence (P32249 whole entry, looked up, the tested form may be a part): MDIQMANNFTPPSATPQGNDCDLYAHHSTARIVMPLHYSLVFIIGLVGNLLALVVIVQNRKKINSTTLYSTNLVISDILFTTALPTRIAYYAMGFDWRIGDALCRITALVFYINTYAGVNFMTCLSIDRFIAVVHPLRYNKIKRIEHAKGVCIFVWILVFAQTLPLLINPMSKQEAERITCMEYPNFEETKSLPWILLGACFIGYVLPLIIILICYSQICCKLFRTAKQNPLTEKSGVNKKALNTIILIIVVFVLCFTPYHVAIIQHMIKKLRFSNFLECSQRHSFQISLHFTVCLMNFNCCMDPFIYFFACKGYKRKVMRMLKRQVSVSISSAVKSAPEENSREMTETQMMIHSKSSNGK
CXCR6 block = inhibitors of human CXCR6 receptor | O00574 | CHO-K1 PathHunter CXCR6 beta-arrestin, luminescence | inhibition, % at 20 µM | hit rate 0.36% among 360,000 | AID 602244; in the data active means inhibition above about 34%, passing the limit was not always enough;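 further: antagonist mode with CXCL16 agonist at 10 nM final; 0% = 10 nM CXCL16 with DMSO and 100% = unstimulated wells without agonist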
Target sequence (O00574 whole entry, looked up): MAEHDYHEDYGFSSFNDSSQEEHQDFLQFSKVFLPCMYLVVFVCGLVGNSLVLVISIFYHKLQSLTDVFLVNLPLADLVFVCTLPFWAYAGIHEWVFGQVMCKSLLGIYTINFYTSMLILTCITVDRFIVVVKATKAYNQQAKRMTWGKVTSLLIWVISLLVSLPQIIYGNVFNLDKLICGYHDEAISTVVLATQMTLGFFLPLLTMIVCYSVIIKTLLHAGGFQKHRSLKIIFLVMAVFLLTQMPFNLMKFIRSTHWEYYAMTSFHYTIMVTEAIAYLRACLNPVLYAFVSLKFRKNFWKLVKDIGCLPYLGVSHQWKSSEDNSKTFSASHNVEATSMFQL
An asterisk follows results filed as active. Some of the compounds tested; count on the stated rates, not on these rows.

smiles	EBI2 antag	CXCR6 block
CCOC(=O)[C@]12CCCC=C1N(Cc1ccc3c(c1)OCO3)C(=O)[C@H](CC(=O)N1CCSCC1)C2	9	0
O=C(OCC(=O)N1CCOCC1)c1cncc(Br)c1	-1	-5
COc1ccc(OC)c(N(CCN2C(=O)c3ccccc3C2=O)C(=O)CCl)c1	-2	5
COc1ccc(-c2cnc3c(NC(C)=O)cc(-c4cccc(C(=O)N(C)C)c4)cn23)cc1OC	-11	-7
O=C(O)Cc1ccc(NS(=O)(=O)c2ccc3c(c2)OCCO3)cc1	-15	8
COCc1cccc(-c2csc(C(C)(NC(C)=O)c3ccccc3)n2)c1 (stereo not given)	2	1
NC(c1ccc(F)c(F)c1)c1nc(-c2cc(F)cc(F)c2)cs1 (stereo not given)	3	6
O=C(Nc1ccc(N2CCOCC2)cc1)c1cccc2c(-c3ccc(F)c(F)c3)coc12	22	5
CN(C)c1ccc(CNC(=O)C2Cc3c(-c4ccccc4Oc4ccccc4)ccnc3O2)cc1 (stereo not given)	5	5
CC1(C(=O)NS(=O)(=O)c2ccccc2)CCN1C(=O)Cc1cc(F)ccc1F (stereo not given)	1	5
CCOC(=O)N(C)c1c(CC)nc2c(OCc3ccc(S(C)(=O)=O)cc3)cccn12	-6	-11
CC1(C(=O)Nc2ccc3ccccc3c2)CCC(=O)N1CCc1c[nH]c2ccccc12 (stereo not given)	14	-14
O=C(CNc1ccc(C(F)(F)F)cc1)Nc1cccc(S(=O)(=O)N2CCCCC2)c1	12	-20
CCNC(=O)C1(C)CCCN(C(=O)c2nc3ccccc3s2)C1 (stereo not given)	-5	-10
Cc1nc(C(=O)N2CCC(C)(C(=O)NS(=O)(=O)C3CC3)C2)c(C)o1 (stereo not given)	-8	-6
C#Cc1ccc(NC(=O)C2(C)CCN2C(=O)C2(c3ccccc3)CC2)cc1 (stereo not given)	1	8
CCn1c2ccccc2nc2cc3c(cc21)c(Cl)c(=O)c1ccccc13	-32	27
C[C@H](O)[C@@H]1CN2CCc3c([nH]c4ccccc34)[C@@H]2C[C@@H]1N(C)C(=O)Nc1ccc(F)cc1	-3	6
Cc1cn([C@H]2C[C@H](O)[C@@H](CNCc3ccc4ncccc4c3)O2)c(=O)[nH]c1=O	-9	0
CCOC(=O)C1CCCN(C(=O)c2[nH]c(C(F)(F)F)nc2-c2ccccc2)C1 (stereo not given)	-9	-6
CCOC(=O)c1cc2ccccc2n1C1CCN(CCc2ccccc2)CC1	6	6
O=C(CSc1ccc2nnc(-c3cccnc3)n2n1)Nc1ccccc1F	-2	-4
CCCNC(=O)c1cc(C2CCCN(C(=O)c3ccccc3)C2)on1 (stereo not given)	-2	1
COCCCn1c(SCC(=O)N2CCCC2=O)nc2ccccc2c1=O	-3	4
CCc1nc2c(OCCc3cccc(OC)c3)cccn2c1N(C=O)Cc1ccccc1	11	8

Individual results from the list:
For CXCR6 block, COCc1cccc(-c2csc(C(C)(NC(C)=O)c3ccccc3)n2)c1 (stereo not given) shows 1
For EBI2 antag, COCCCn1c(SCC(=O)N2CCCC2=O)nc2ccccc2c1=O shows -3
For CXCR6 block, CCOC(=O)C1CCCN(C(=O)c2[nH]c(C(F)(F)F)nc2-c2ccccc2)C1 (stereo not given) shows -6
For CXCR6 block, CCn1c2ccccc2nc2cc3c(cc21)c(Cl)c(=O)c1ccccc13 shows 27

Grouped by structure, the entries above containing an aryl methoxy group (three)
smiles	EBI2 antag	CXCR6 block
COc1ccc(OC)c(N(CCN2C(=O)c3ccccc3C2=O)C(=O)CCl)c1	-2	5
COc1ccc(-c2cnc3c(NC(C)=O)cc(-c4cccc(C(=O)N(C)C)c4)cn23)cc1OC	-11	-7
CCc1nc2c(OCCc3cccc(OC)c3)cccn2c1N(C=O)Cc1ccccc1	11	8

Additional results
smiles	EBI2 antag	CXCR6 block
CC1(C(=O)NS(=O)(=O)c2ccc(C#N)cc2)CCN1C(=O)CCc1ccc(Cl)cc1Cl (stereo not given)	-3	-2
CS(=O)(=O)Nc1cccc(-c2cc(NC=O)c3ncc(-c4ccc(F)cc4)n3c2)c1	15	4
CC1(C(=O)NS(=O)(=O)c2ccccc2C(F)(F)F)CCN1C(=O)CC1CCCCC1 (stereo not given)	-4	-2
CC(=O)OCC(O)C1(O)CCC2C3CCC4=CC(=O)CCC4(C)C3C(O)CC21C (stereo not given)	-3	-6
CC(=O)c1ccc2c3c(ccc([N+](=O)[O-])c13)CC2	-8	2
COc1ccc(C(O)c2nc(-c3cccc(CO)c3)cs2)cc1 (stereo not given)	6	-18
COC(=O)[C@]12CCCCC=C1N(CCC1=CCCCC1)C(=O)[C@H](CC(=O)NCCCCc1ccccc1)C2	23	26
N#CC1C(=O)Nc2cccnc21 (stereo not given)	3	-4
CCCc1cc(C(=O)OCC(=O)NCCc2ccccc2)sc1C	-15	12
Cc1ccc(CCN2CC(C(=O)NC3CCC(C)CC3)CC2=O)cc1 (stereo not given)	17	0
O=C(CSCC(=O)c1ccc([N+](=O)[O-])cc1)c1ccc([N+](=O)[O-])cc1	-8	-15
Clc1cccc(CNc2ccn3nc(-c4ccccc4Cl)cc3n2)c1	23	-1
CCOC(=O)C1=CC[C@@H](c2ccccc2)N(S(=O)(=O)c2ccc(C)cc2)[C@H]1c1ccc(C#N)cc1	15	2
O=C(Nc1ccccc1C(=O)Nc1nccs1)c1ccccc1	4	1
CCCNC(=O)C1(C)CCN(C(=O)c2cccc(C#N)c2)C1 (stereo not given)	-3	-4
Cc1ccc(S(=O)(=O)NC(=O)C2(C)CCN2C(=O)c2ccccc2CCc2ccccc2)cc1 (stereo not given)	4	-12
O=C(NCCc1ccccc1)c1cc(S(=O)(=O)N2CCCCC2)c[nH]1	5	7
COc1ccc(CCN2CC(C(=O)NCc3cn(C)nc3C)CCC2=O)cc1 (stereo not given)	-12	1
CC1(C)OC2C(CO)OC(n3cnc4c(=S)nc(N)[nH]c43)C2O1 (stereo not given)	-3	6
OC(c1cc(Cl)cc(Cl)c1)c1ncc(-c2ccccc2C(F)(F)F)[nH]1 (stereo not given)	2	-6
CSc1ncccc1C(=O)OC(C)C(=O)Nc1ccc2c(c1)OCCO2 (stereo not given)	-5	1
Cc1cc(Br)cn2c(Cc3cccc(F)c3)c(C3CCCCC3)nc12	34	18
O=C1CC(=O)N(C2CCCCC2)C(=O)N1c1ccccc1S(=O)(=O)Oc1ccccc1	-4	-1
N#Cc1nc2ccccc2n1OCc1ccccc1	-3	-7
CCC(=O)N1CCCC(C)(C(=O)Nc2ccc(C)c(C)c2)C1 (stereo not given)	-1	-1

smiles	EBI2 antag	CXCR6 block
Cc1ccc(C(=O)CCC(=O)N2CCN(C/C=C/c3ccccc3)CC2)cc1	11	-4
Cc1ccc(CNC(=O)[C@H]2O[C@@H](n3cnc4c(N)ncnc43)[C@H](O)[C@@H]2O)o1	-4	-2
CCCCNC(=O)C1(C)CCCCN1C(=O)c1ccc2ccccc2n1 (stereo not given)	3	3
COc1cccc(CN2CCC2(C)C(=O)Nc2ccc(C)cc2)c1F (stereo not given)	-9	-4
CC1(C(=O)NS(=O)(=O)c2ccc(F)cc2F)CCN1C(=O)C1CCCCC1 (stereo not given)	-15	-6
CSc1ccc(CN2CCC(C)(Oc3ccc(-n4ccnc4)cc3)C2)cc1 (stereo not given)	1	-1
Cc1ccc(F)c(S(=O)(=O)NC(=O)C2(C)CCN2C(=O)CC(c2ccccc2)c2ccccc2)c1 (stereo not given)	-3	-2
COc1ccc(OC)c(C=NNC(=O)NN=Cc2cc(OC)ccc2OC)c1	8	-8
CCc1nc2c(OCCn3cccc3)cccn2c1N(C)C(=O)c1cccs1	1	1
COc1ccc(-c2oc3c(c2-c2cnc(OC)nc2)C(O)CC3)cc1 (stereo not given)	-1	5
CC(C)C[C@H]1CN([C@@H](Cc2ccccc2)CN2CCC[C@H]2CN2C(=O)C(=O)NC[C@@H]2Cc2ccccc2)C(=O)C(=O)N1CCc1ccccc1	-3	0
CC1(C(=O)N2CCN(C(=O)c3ccco3)CC2)CCN1Cc1ccccc1OC(F)F (stereo not given)	-4	6
COc1ccccc1CN(C)C[C@@H]1OCc2cnnn2CCCC(=O)N([C@@H](C)CO)C[C@H]1C	4	-5
C/C(=N\NC(=O)c1nnn(-c2nonc2N)c1CSc1ccc(C)cc1)c1cccs1	-2	4
CCCCCCCCN1C(=O)[C@H](CC(=O)NCc2ccc(OC)c(OC)c2)C[C@@]2(C(=O)OC)CCCCC=C12	15	9
CC(=O)Nc1ccc(/C=N/NC(=O)CC2CCCCC2)cc1	-12	-2
CC(=O)Oc1ccc(Cn2c(C)c(C(=O)NCCC#N)sc2=O)cc1	5	2
COc1ccc(Cc2c(C3CCCCC3)nc3ccc(Cl)cn23)c(C)c1	-17	1
Cc1cccc(C)c1-n1nnnc1C(c1ccccc1OC(F)(F)F)N1CCN(C/C=C/c2ccccc2)CC1 (stereo not given)	37	4
C[C@@H]1CN([C@@H](C)CO)C(=O)c2cc(Br)cnc2O[C@H]1CN(C)C(=O)c1ccncc1	-1	-5
FC(F)(F)c1ccccc1Cc1c(-c2cccc(Br)c2)nc2c3ccccc3ccn12	18	-5
CN1CCN(C(=O)c2cc3c(c(-c4cccc(Br)c4)n2)[C@H](CCO)N(S(=O)C(C)(C)C)C3)CC1 (stereo not given in full)	-8	-5
COc1ccc(NC(=O)c2ccc(-c3ccc(F)cc3)o2)cc1OC	4	-10
CN(Cc1ccccc1)C(=O)Cn1nnc(-c2ccccc2)c1COc1ccc2ccccc2c1	22	5
O[C@@H]1CN(Cc2cccs2)[C@@H](c2ccc(Cl)cc2)C[C@H]1n1cc(C2CC2)nn1	5	4

smiles	EBI2 antag	CXCR6 block
CN(Cc1ccc(Cl)cc1Cl)C(=O)C1CSC2(C)CCC(=O)N12 (stereo not given)	-5	6
Cc1ccc(S(=O)(=O)N2C[C@@]3(O)Cn4c(=O)ccc(=O)n4C[C@@]3(OC(=O)NCC3CCCCC3)C2)cc1	1	-2
CN[C@H]1C[C@@H](c2ccccc2)N(C(C)=O)C[C@H]1CO	-6	0
Cc1cccc(C)c1NC(=O)CNC(=O)c1ccc(N2CCOCC2)c([N+](=O)[O-])c1	2	0
O=[N+]([O-])c1cc2ccccc2c(O)c1O	-28	-9
CCOC(=O)C1(C)CCN1C(=O)c1cccc(C#N)c1 (stereo not given)	-12	-2
Cc1ccc(Cc2c(-c3ccco3)nc3ccc(C)cn23)cc1	20	3
CC(C)c1cc(C(=O)OCC(=O)NC2CCS(=O)(=O)C2)c(O)c(C(C)C)c1 (stereo not given)	-1	4
COC1CC(N)C2OC(c3ccccc3)OCC2O1 (stereo not given)	-11	1
CSC12CCCN(CCC(C(C)(C)C)C1)C2=O (stereo not given)	-14	0
O=C(C=Cc1ccc2c(c1)OCO2)C=Cc1ccc2c(c1)OCO2	8	6
CCCS(=O)(=O)NC(=O)C1(C)CCCN(C(=O)c2ccccc2Br)C1 (stereo not given)	-3	1
OC[C@@H]1CN(CCN2CCOCC2)C[C@H](n2cnc3c(NCc4ccco4)ncnc32)O1	-5	6

Whole records, looked up by structure. Order of screens: EBI2 antag | CXCR6 block
O=C(C=Cc1ccc2c(c1)OCO2)C=Cc1ccc2c(c1)OCO2 in the list: 8 | 6
O=[N+]([O-])c1cc2ccccc2c(O)c1O in the list: -28 | -9
Cc1cccc(C)c1NC(=O)CNC(=O)c1ccc(N2CCOCC2)c([N+](=O)[O-])c1 in the list: 2 | 0
CN(Cc1ccc(Cl)cc1Cl)C(=O)C1CSC2(C)CCC(=O)N12 (stereo not given) in the list: -5 | 6
COC1CC(N)C2OC(c3ccccc3)OCC2O1 (stereo not given) in the list: -11 | 1

Assay outcomes from PubChem.
